From PubChem
GC-A act: GC-A (human) enzyme activation | P16066 | HEK293 GC-A cells, cGMP TR-FRET, EC30 ANP; 0% at EC30 ANP, 100% saturating ANP | 0.14% of 370,000 active | AID 1671463 | activation, % at 10 µM; in the data active means activation above about 40%
ADAM10 inh: inhibitors of human ADAM10; recombinant ADAM10, EDANS/DABCYL FRET peptide cleavage, 3 h; inhibition, % at 7 µM; O14672; 0.62% of 370,000 active; AID 720582;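 active means inhibition above a per-campaign cutoff equal to the mean of compounds falling between control-based bounds plus 3 SD, cut at about 20% in these data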;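 further: 0% = DMSO wells while the 100% control is not disclosed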
DAX1 inh-1: inhibits human nuclear receptor DAX1; inhibition, % at 6.75 µM; 0.99% of 340,000 active; P51843; AID 504766; HEK293 Gal4-DAX1 luciferase reporter, luminescence;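 active means inhibition above the mean over all tested compounds plus 3 SD, cut at about 4.2% in these data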;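 further: 0% = DAX1-transfected cells with DMSO and 100% = empty-vector control cells with DMSO; inhibition shows as a rise in luminescence from relieved DAX1 repression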
SMARCA2 act: activators of SMARCA2 function | MG213 cells, MMTV-luciferase reporter, dexamethasone, overnight | activation, % at 9.1 µM | 1% of 370,000 active | AID 652017; in the data active means activation above about 7.8%;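 further: 0% = vehicle wells and 100% = reference activator wells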
sPLA2-III inh: Inhibits HGIII-sPLA2 liposome hydrolysis, primary screen; 0.56% of 370,000 active; AID 743126; Q9NZ20; inhibition, % at 12.2 µM; QFRET BODIPY PC-A2 liposome hydrolysis, fluorescence;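 active means inhibition above mean plus 3 SD of compounds lying within the high and low control bounds, cut at about 19% in these data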;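 further: 0% = median of test compound wells and 100% = no enzyme DMSO wells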
hgDAF-12 ag: hgDAF-12 agonism, primary luciferase screen. 1.8% of 370,000 active. HEK293 GAL4-hgDAF12 UAS-luciferase reporter, agonist luminescence; normalized to butyrate control. activation, % at 6.8 µM. AID 687014;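 active means activation above a cutoff set at the mean of all screened compounds plus 3 SD, cut at about 10% in these data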;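 further: 0% = DMSO wells and 100% = sodium butyrate wells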
FXN GAA850 act: increases GAA850 frataxin promoter reporter activity; HEK293 lucGAA850 FXN promoter luciferase reporter, 24 h; percent of 10 µM SAHA response; activation, % at 6 µM; 0.56% of 360,000 active;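 active means activation above the average of all compounds screened plus 3 SD, cutoff fixed separately per campaign, cut at about 7.5% in these data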;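 further: 0% = DMSO wells and 100% = 10 µM SAHA wells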
GC-B act: GC-B (human) receptor activation | HEK293-GC-B cells, CNP EC30, cGMP TR-FRET; 0% at EC30 CNP, 100% saturating CNP | 0.11% of 370,000 active | activation, % at 10 µM | P20594;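 active means activation at 10 µM reaching about 35% in either raw or pattern-adjusted values, limit read from the data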
Target sequence (P20594 whole entry, looked up): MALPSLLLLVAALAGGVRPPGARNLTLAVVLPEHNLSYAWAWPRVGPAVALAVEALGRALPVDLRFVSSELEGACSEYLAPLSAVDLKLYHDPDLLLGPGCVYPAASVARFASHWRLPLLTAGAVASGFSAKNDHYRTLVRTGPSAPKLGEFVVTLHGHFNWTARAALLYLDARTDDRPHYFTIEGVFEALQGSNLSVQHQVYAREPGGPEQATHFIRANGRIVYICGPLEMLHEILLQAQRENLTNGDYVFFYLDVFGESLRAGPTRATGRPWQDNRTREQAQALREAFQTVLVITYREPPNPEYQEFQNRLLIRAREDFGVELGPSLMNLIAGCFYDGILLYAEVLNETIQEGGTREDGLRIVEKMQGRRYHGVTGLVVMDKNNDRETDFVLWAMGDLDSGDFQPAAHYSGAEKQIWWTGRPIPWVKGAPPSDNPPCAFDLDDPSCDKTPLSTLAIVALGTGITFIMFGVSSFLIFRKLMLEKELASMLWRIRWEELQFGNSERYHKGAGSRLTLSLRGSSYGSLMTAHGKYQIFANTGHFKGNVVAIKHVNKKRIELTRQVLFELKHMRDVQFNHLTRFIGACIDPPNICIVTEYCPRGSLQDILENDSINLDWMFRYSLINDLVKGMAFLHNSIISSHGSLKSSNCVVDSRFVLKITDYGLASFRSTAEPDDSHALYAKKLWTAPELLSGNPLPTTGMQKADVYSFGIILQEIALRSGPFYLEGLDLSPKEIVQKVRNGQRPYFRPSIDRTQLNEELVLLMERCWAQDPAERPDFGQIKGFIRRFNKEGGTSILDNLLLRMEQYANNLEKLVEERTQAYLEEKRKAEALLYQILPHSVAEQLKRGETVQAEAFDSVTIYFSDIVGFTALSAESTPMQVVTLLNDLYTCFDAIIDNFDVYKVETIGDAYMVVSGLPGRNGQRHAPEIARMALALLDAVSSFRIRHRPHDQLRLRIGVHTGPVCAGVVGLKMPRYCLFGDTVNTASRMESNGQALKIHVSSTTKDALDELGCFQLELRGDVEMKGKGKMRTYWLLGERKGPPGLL
DAX1 inh-2: DAX1 (NR0B1) inhibition, primary screen; HEK293T StAR-luciferase reporter, SF-1/DAX-1 repression relief; inhibition, % at 6.8 µM; 1.1% of 370,000 active; AID 652010;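 active means inhibition above the mean over all tested compounds plus 3 SD, cut at about 3.6% in these data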;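 further: 0% = DAX-1 cells with DMSO and 100% = cells lacking DAX-1 with DMSO; higher inhibition means more luminescence from relief of DAX-1 repression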
hcDAF-12 act: activators of H. contortus DAF-12 nuclear receptor. HEK293 hcDAF-12 lit1-tk-luc reporter, luminescence; 0% DMSO, 100% Δ7-dafachronic acid. activation, % at 6.8 µM. 1.4% of 370,000 active;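 active means activation above the mean of all tested compounds plus 3 SD, cut at about 5.5% in these data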;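 further: 100% = response to 3 µM Δ7-dafachronic acid high control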
ssDAF-12 act: S. stercoralis DAF-12 activation, primary screen; HEK293 ssDAF-12/GRIP1 lit1-tk-luc reporter, luminescence; % of 3 µM dafachronic acid response; activation, % at 6.8 µM; 1% of 370,000 active; AID 652126;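 active means activation above the mean over all tested compounds plus 3 SD, cut at about 0.9% in these data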;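 further: 0% = DMSO-only wells and 100% = 3 µM delta7-dafachronic acid wells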
An asterisk follows results filed as active; i = inactive; / = no result given. Hits appear at their usual frequency; any-hit rate near 6.6%.

SMILES	GC-A act	ADAM10 inh	DAX1 inh-1	SMARCA2 act	sPLA2-III inh	hgDAF-12 ag	FXN GAA850 act	GC-B act	DAX1 inh-2	hcDAF-12 act	ssDAF-12 act
COC(=O)[C@@]1(Cc2ccccc2)[C@H]2C(=O)N(C)C(=O)[C@H]2[C@H]2CN=C(SCc3ccccc3)N21	-3	-5	-1.0	-6	4	-0.8	-0.3	0	-0.5	0.0	-0.8
Cc1ccc(C)c(NC2=NCC(=O)N2C2CCCCC2)c1	4	2	0.1	-4	1	0.2	0.7	-5	-0.8	-1.2	-1.3
O=C(NC(c1ccc(Cl)cc1)c1cc(Cl)c2cccnc2c1O)c1cccnc1 (centres undefined)	3	3	1.7	-3	14	-2.4	-1.4	-1	-0.2	-1.7	0.8
O=C1CN(C(=O)COC(=O)/C=C/c2ccc(OC(F)F)cc2)c2ccccc2N1	8	-12	-0.9	-5	-4	0.1	1.4	4	-1.0	-2.3	-1.5
CC(C)CC(N)c1csc(Nc2ccccn2)n1 (centres undefined)	1	-15	/	-2	14	2.7	-1.0	6	-1.0	1.4	-0.1
CN(C)c1oc(COc2ccccc2F)nc1C#N	1	-6	0.1	-2	9	1.9	0.2	3	-0.1	-2.0	-1.5
O=[N+]([O-])c1ccc2c(c1)ncn2CCc1ccccc1	-5	0	-0.2	1	-2	-0.4	2.0	-3	-0.3	-2.3	-0.5
CCOC(=O)Nc1nnc(-c2cccc(OC)c2)s1	-4	-283	-0.7	-4	-6	5.5	3.3	-4	1.7	-0.4	-1.1
Cc1ccc(S(=O)(=O)CCc2nc3ccccc3s2)cc1	2	-2	0.1	2	-3	-2.0	0.1	2	1.1	2.6	-0.3
C[C@H](O)c1[nH]c2cc(F)ccc2c1[C@H](C)O	-1	-19	3.5	0	2	0.1	-0.8	8	0.0	2.7	-0.7
COC1CC(=O)C2OC(c3ccccc3)OCC2O1 (centres undefined)	4	-18	-0.2	-5	0	-1.6	2.9	4	-1.5	-1.1	-1.3
COc1ccc(CN2C(=O)CN=C2Nc2ccc(C)cc2C)cc1	2	-3	1.3	-3	7	-1.4	2.7	5	-1.4	-1.5	-1.0
CCOC(=O)C1=CC[C@@H](c2ccccc2)N(S(=O)(=O)c2ccc(C)cc2)[C@H]1c1ccc(CC)cc1	-3	-7	/	-1	4	-1.6	/	3	1.6	1.6	0.6
O=C(c1sccc1-c1ccccc1)N1CCN(S(=O)(=O)c2ccccc2F)CC1	-4	-9	0.1	-1	-3	-1.2	3.2	1	-1.6	-1.4	-0.9
Cn1c(CNC(=O)c2ccccc2F)nnc1SCCOc1ccccc1	1	7	1.8	0	-4	-2.2	-2.0	-2	1.3	1.2	-1.7
COc1ccc(-n2nc(N)c3c(=O)oc(N(C)C)nc32)cc1	3	3	0.2	-3	2	-0.5	-2.0	3	0.7	0.6	-0.8
O=C(O)c1cc(S(=O)(=O)Nc2ccc3cn[nH]c3c2)ccc1Cl	2	-17	0.4	-4	6	0.2	1.6	5	1.3	2.5	0.5
Cc1ccc(S(=O)(=O)N2CCC[C@H]2C(=O)OCCN2C(=O)c3ccccc3C2=O)cc1	0	-1	-0.2	0	-6	-1.4	0.8	0	-1.4	0.4	-0.7
COc1ccc(C(C)=O)cc1COC(=O)Cn1cnc2ccccc2c1=O	5	8	-0.5	5	2	-0.2	0.9	-2	-0.1	0.6	-0.5
CCn1nc(NC(=O)c2cccs2)c2cc3ccccc3nc21	8	-52	-1.5	1	0	1.1	0.7	4	-1.5	-2.5	-2.3
COc1ccc(C(=O)NN(C)c2nc(-c3ccccc3)cc(C)c2S(C)(=O)=O)cc1	-2	1	1.0	-2	-4	-1.2	-1.4	0	-0.6	-0.3	-0.9
NS(=O)(=O)c1ccc(CCNC(=O)CSc2cccs2)cc1	-1	-1	1.2	-5	5	-0.5	2.1	1	-0.3	-0.4	-1.5
S=c1[nH]nc(-c2ccc3ncccc3c2)n1-c1ccc2c(c1)OCCO2	-4	6	0.3	4	13	-1.7	3.9	-12	-0.2	-1.3	-1.2
CN(C)c1ccc(-c2[nH][nH]c(=O)c2NC(=O)c2ccccn2)cc1	-1	-27	/	-2	15	-2.2	/	-4	-4.4	-1.5	-1.7
CC(Sc1nnc(C(C)N(C)C)n1-c1ccc(Cl)cc1)C(=O)Nc1ccc2c(c1)OCO2 (centres undefined)	-16	8	-1.8	-1	-4	-0.6	1.2	-18	-0.4	-0.4	-1.2

Later entries
SMILES	GC-A act	ADAM10 inh	DAX1 inh-1	SMARCA2 act	sPLA2-III inh	hgDAF-12 ag	FXN GAA850 act	GC-B act	DAX1 inh-2	hcDAF-12 act	ssDAF-12 act
CC1Nc2ncnc(N3CCN(c4ccccn4)CC3)c2N(Cc2ccccc2)C1=O (centres undefined)	1	-3	2.1	4	0	-1.3	-0.4	-2	0.4	-0.7	-1.4
Cc1ccccc1-c1n[nH]c(=S)n1/N=C/c1c(C)nn(-c2ccccc2)c1C	1	-2	0.6	-1	-5	2.5	2.4	0	0.1	0.9	-0.6
COc1cc(OC)cc(-c2c(-c3cccs3)c3cc(-c4ccc5c(c4)OCO5)ccc3n2C)c1	1	-2	1.8	0	5	-0.1	0.5	-1	0.2	1.5	-1.3
COc1c(C)cccc1C(=O)Nc1ccc(N2CCN(C(=O)c3ccccc3C)CC2)cc1	5	-4	-0.8	-2	1	-4.3	-3.9	1	-5.6	-6.1	-1.9
CCOc1ccc(/C=N/NC(=O)CN2CCCCC2)cc1OCC	0	-13	-0.4	1	0	-0.8	5.5	1	-1.1	-0.6	-0.8
O=C(Nc1cccc(Cl)c1)c1csc(-c2ccccc2)n1	1	10	1.2	3	-7	4.3	2.8	-6	0.9	1.6	-0.6
C=CCN1C(=O)C2(OCCCO2)c2c(C)ccc(C)c21	-2	6	0.6	0	-2	-1.0	-0.4	0	0.2	-0.9	-1.4
CCC(C)NC(=O)C1CN(S(=O)(=O)c2ccccc2)CCN1S(=O)(=O)c1ccccc1 (centres undefined)	-4	4	-0.3	-1	7	-0.6	-2.7	-3	1.2	-0.7	-1.0
Cc1c(C(=O)N2CCC(C)CC2)sc2ncnc(N(C)c3ccccc3)c12	-3	0	0.9	0	-11	-3.8	0.0	-4	-1.1	-2.1	-1.9
O=C(O)C(Oc1ccc2cc(-c3ccc(Cl)cc3)c(=O)oc2c1)c1ccccc1 (centres undefined)	5	i	2.8	-1	-12	3.6	2.0	-11	-0.2	-1.1	-1.5
CC1CCCC(C)N1CCCNC(=O)c1ccc2c(c1)NC(=O)c1ccccc1S2 (centres undefined)	6	1	1.4	-1	1	1.6	5.7	-2	1.0	-0.3	-1.0
COc1ccc(-c2nc3ccncc3[nH]2)cc1OC	0	-67	0.8	0	1	4.1	4.5	6	-0.4	-0.5	-1.0
CC1Cc2ccccc2N1C(=O)c1ccnc(C(C)(C)C)c1 (centres undefined)	2	-2	-1.2	-2	-1	-4.9	0.7	-7	-1.9	-0.9	-1.8
CCCN(CCC)CCCNC(=O)C1c2cc(OC)c(OC)cc2C(=O)N(C)C1c1cccnc1 (centres undefined)	7	-5	-0.4	1	-4	0.9	-0.4	3	-0.9	1.9	-1.3
COc1ccc(NC(=O)/C(=C\c2ccco2)NC(=O)c2ccco2)cc1	1	1	0.8	2	-4	-1.4	0.9	1	-0.5	-1.3	-0.4
COc1ccc(NC(=O)c2cc(C3CC3)nc3c2cnn3C(C)C)cc1OC	2	-3	-1.5	-2	5	-1.4	0.1	4	-1.7	-1.7	-1.7
c1ccc2c(c1)[nH]c1ccncc12	6	2	0.4	0	-11	3.5	-0.2	-1	0.1	-0.4	-1.3
Cc1ccc(N2CC(C(=O)Nc3ccccn3)CC2=O)cc1 (centres undefined)	3	-1	0.6	2	2	0.1	-1.3	-1	0.3	-0.6	-1.3
Cc1cc(-c2ccco2)n(CC(=O)NCc2ccco2)n1	1	-5	0.0	1	2	1.6	0.1	6	-0.5	2.2	-1.1
CCOc1ccc(CN2CCCC(N3CCN(c4ccc(OC)cc4)CC3)C2)cc1 (centres undefined)	1	6	-4.3	-4	6	-2.9	0.8	3	-0.8	-2.2	-1.2
CCCCSc1ncnc2c1ncn2C1CCCCO1 (centres undefined)	-5	-6	5.9*	1	11	17*	4.0	2	5.4*	1.7	-0.1
CCc1cccc(NC(=O)CCNS(=O)(=O)c2ccc3c(c2)oc(=O)n3C)c1	0	-8	0.4	-3	-2	-1.4	1.1	2	-0.3	-0.5	-1.3
CC(C)CNc1cccc2c1S(=O)(=O)N(Cc1cccc(F)c1)[C@@H](C)[C@H](c1ccccc1)O2	-2	-10	/	-3	5	1.6	/	0	0.7	0.9	-1.0
COc1ccc(CCN2CC(C(=O)N(C)Cc3c(C)n[nH]c3C)CCC2=O)cc1 (centres undefined)	2	-9	0.6	-1	7	1.4	-2.0	0	-0.4	-1.3	-0.5
COc1ccc(CCNC(=O)Nc2ccc3c(c2)[C@]2(CC(=O)N(CC(C)C)C2c2ccccc2)C(=O)N3C)cc1OC (some centres undefined)	-2	2	/	-4	-6	-1.6	/	-3	0.5	-2.9	-0.6

(list continues)
SMILES	GC-A act	ADAM10 inh	DAX1 inh-1	SMARCA2 act	sPLA2-III inh	hgDAF-12 ag	FXN GAA850 act	GC-B act	DAX1 inh-2	hcDAF-12 act	ssDAF-12 act
COCCN=C1Sc2nc3c(C)cccc3cc2CN1Cc1ccco1	5	-69	1.0	3	1	-7.9	2.3	9	-0.8	-1.1	-1.9
Cc1ccc2c(c1)N(CC(=O)NC1CCCCC1)C(=O)c1cccnc1O2	-3	7	-0.2	-5	4	0.2	0.2	-7	0.8	-0.6	-1.4
O=C(N[C@@H]1C/C=C\C[C@H](CC(=O)N(CCO)Cc2ccccc2)C(=O)N[C@@H](Cc2ccccc2)COC1=O)OCC1c2ccccc2-c2ccccc21	0	11	-0.5	0	-32	1.1	-3.5	-2	0.5	-1.3	-1.5
O=C(CCC(=O)Nc1cccc([N+](=O)[O-])c1)NCc1ccccc1	2	-6	0.4	-1	1	-0.1	2.9	-4	-0.3	-1.9	-1.3
COc1cccc2cc(C(=O)Nc3ccccc3C)/c(=N/O)oc12	-2	1	2.3	5	2	7.9	6.3	-2	0.6	9.2*	0.7
NCCN1CCN2C(=O)CN(C(=O)c3ccccc3)CC12 (centres undefined)	-2	5	/	0	4	-0.8	/	4	-0.1	-0.6	-1.2
CCN1C(=O)C(CC(=O)Nc2ccc(F)cc2)N(CCCN2CCN(c3ccc(F)cc3)CC2)C1=S (centres undefined)	4	8	-0.6	-5	-29	-4.8	-7.3	0	0.1	-0.8	-1.6
Cc1cnc(C(=O)OCC(=O)N(Cc2ccccc2)C(C)C)cn1	3	3	0.0	-2	-1	-1.8	-0.1	0	-0.3	-0.8	-1.4
Cc1nnc(SCC(=O)Nc2c(C)n(C)n(-c3ccccc3)c2=O)n1Cc1ccccc1	1	-2	1.1	0	0	2.5	1.1	3	0.0	0.4	-0.7
